Bioassay records as filed in PubChem.
TDP2 inh: TDP2 (human) inhibition, absorbance primary screen. O95551. recombinant TDP2, T5PNP hydrolysis, p-nitrophenol absorbance 415 nm. inhibition, % at 12.8 µM. 370,000 tested, 0.34% active;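 active means inhibition above the mean of all tested compounds plus 3 SD, set per campaign, cut at about 25% in these data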;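 further: 0% = DMSO with enzyme and 100% = buffer with substrate but no TDP2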
Target sequence (O95551 whole entry, looked up): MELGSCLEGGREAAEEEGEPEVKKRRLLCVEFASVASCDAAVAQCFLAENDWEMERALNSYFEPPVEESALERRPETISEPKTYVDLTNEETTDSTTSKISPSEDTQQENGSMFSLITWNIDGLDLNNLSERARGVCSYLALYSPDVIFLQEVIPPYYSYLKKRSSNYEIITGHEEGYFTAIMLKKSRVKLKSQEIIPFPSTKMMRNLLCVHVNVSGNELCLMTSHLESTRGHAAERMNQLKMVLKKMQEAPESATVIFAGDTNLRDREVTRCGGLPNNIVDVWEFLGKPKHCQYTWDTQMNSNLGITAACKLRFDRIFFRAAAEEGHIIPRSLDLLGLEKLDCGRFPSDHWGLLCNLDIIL
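System – recombinant human TDP2 · Quantity – TDP2 enzyme at 120 nM final · Doses – single concentration, 12.8 µM nominal, with 1% DMSO · Incubation – 2 h at 37 °C · Measured by – epi absorbance of p-nitrophenol freed from T5PNP by hydrolysis · Read-out – % inhibition relative to enzyme-containing and enzyme-free wells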
DDE Tn7 FP inh: disrupts Tn7 cyclic peptide binding to fibrin D-Dimer-E complex; inhibition, % at 8.3 µM; FP displacement of FITC-Tn7 peptide from fibrin DD(E); 0% = median of compound wells per plate; 370,000 tested, 0.13% active; AID 720508; P02675;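 active means inhibition above the mean of compounds falling within the control limits plus 3 SD of them, cut at about 14% in these data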;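 further: 0% = plate median of compound wells and 100% = 10 µM Aha-Tn7 peptide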
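Assay system: Human fibrin DD(E) protein | Medium: Tris buffer with calcium and detergent, pH 7.8 | Reagent: 0.1 µM fluorescent Tn7 | Compound dosing: Single point at 8.3 µM | Times: 10 min preincubation, 3 h with tracer, room temperature | Detection: Fluorescence polarization of the labelled Tn7 tracer | Controls: Aha-Tn7 high control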
MBD2 DNA inh: inhibitors of human MBD2 binding to methylated oligonucleotide | Q9UBB5 | TR-FRET | inhibition, % at 4.4 µM | 370,000 tested, 0.31% active | AID 686964; in the data active means inhibition above about 13%
Target sequence (Q9UBB5 whole entry, looked up): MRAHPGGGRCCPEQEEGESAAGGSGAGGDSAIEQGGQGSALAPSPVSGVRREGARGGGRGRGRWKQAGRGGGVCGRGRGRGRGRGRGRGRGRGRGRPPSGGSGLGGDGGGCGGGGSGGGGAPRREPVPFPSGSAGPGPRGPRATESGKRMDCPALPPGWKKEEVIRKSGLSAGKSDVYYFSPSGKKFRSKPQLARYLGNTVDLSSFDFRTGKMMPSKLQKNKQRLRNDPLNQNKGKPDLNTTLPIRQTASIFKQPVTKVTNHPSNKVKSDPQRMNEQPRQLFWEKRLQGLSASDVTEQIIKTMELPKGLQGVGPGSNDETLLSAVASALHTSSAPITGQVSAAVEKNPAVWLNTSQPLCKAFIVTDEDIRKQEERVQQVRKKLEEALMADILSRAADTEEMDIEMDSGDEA
TCR CD3 inh: human TCR-CD3 binding inhibition; TAMRA-labeled TCR probe fluorescence, biochemical; inhibition, % at 9.4 µM; 360,000 tested, 0.37% active; in the data active means inhibition above about 19%;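 further: recombinant mutant TCR 2C K166C tagged with TAMRA read by polarization; 0% = receptor in buffer alone and 100% = receptor with positive control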
proKLK7 act: activators of human kallikrein-7 zymogen | activation, % at 7 µM | purified proKLK7, EDANS-DABCYL substrate fluorescence; 100% is mature enzyme control, 0% vehicle | 370,000 tested, 0.9% active | AID 652039;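 active means activation above the mean of all tested compounds plus 3 SD, computed per campaign excluding outliers beyond control limits, cut at about 13% in these data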
Target sequence (P49862 whole entry, looked up): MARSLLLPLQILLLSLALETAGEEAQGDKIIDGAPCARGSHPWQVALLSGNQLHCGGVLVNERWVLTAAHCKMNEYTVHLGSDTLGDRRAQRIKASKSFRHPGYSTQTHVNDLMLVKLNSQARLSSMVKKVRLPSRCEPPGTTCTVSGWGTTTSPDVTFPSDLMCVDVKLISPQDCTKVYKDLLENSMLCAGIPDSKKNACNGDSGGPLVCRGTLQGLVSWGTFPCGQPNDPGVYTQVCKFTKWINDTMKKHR
DDE Tn6 FP inh: disrupts Tn6 cyclic peptide binding to fibrin D-Dimer-E complex. inhibition, % at 8.3 µM. Fibrin DD(E) TRITC-Tn6 fluorescence polarization displacement. 370,000 tested, 0.21% active. P02675;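 active means inhibition above a per-campaign cutoff: mean of compounds within control limits plus 3 SD, cut at about 15% in these data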;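 further: 0% = median of all compound wells on the plate and 100% = blocking peptide control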
LEDGF integ inh: blocks HIV-1 LEDGF/p75-dependent DNA integration; TR-FRET IN-LEDGF/p75 DNA integration, Eu/Cy5; inhibition, % at 3.7 µM; 370,000 tested, 0.64% active;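 active means inhibition above the screen-wide mean plus 3 SD, cut at about 13% in these data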;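 further: signal is the Cy5 over europium emission ratio at 671 and 618 nm; 0% = plate median of compound wells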
PRMT1 inh: inhibitors of human PRMT1; Q99873; recombinant PRMT1, activity-based probe fluorescence polarization; inhibition, % at 2.79 µM; 370,000 tested, 1.3% active; AID 652257;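 active means inhibition above about 21% made by adding two undisclosed values, limit read from the data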
UHRF1 MBD2 ctr: UHRF1 methyl-DNA binding inhibition. AID 687016. UHRF1 binding to methylated oligo, TR-FRET. inhibition, % at 4.4 µM. 370,000 tested, 0.75% active; in the data active means inhibition above about 21%;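 further: UHRF1 SRA domain binding a hemimethylated CpG hairpin DNA probe; 0% = median of test compound wells and 100% = reference inhibitor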
SIAE inh: blocks human sialic acid acetylesterase. Q9HAT2. SIAE FP-Rh probe binding, fluorescence polarization. inhibition, % at 9.66 µM. 370,000 tested, 0.69% active. AID 1053197;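 active means inhibition above a cutoff: mean of compounds within the control limits plus 3 SD of those, cut at about 17% in these data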;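 further: 0% = plate median of compound wells and 100% = probe without SIAE protein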
Starred values were filed as active, the others as inactive.

mol	TDP2 inh	DDE Tn7 FP inh	MBD2 DNA inh	TCR CD3 inh	proKLK7 act	DDE Tn6 FP inh	LEDGF integ inh	PRMT1 inh	UHRF1 MBD2 ctr	SIAE inh
Cc1cc(C)c(OCCCNC2CCCC2)c(Br)c1	18.6	-0.2	-1.7	4.8	0.6	-2.2	3.5	-5.1	0.5	9.0
OCC1(Cc2cccc(F)c2)CCN(Cc2ccc3cccc(F)c3n2)CC1	5.9	-0.6	-0.1	-7.4	-0.1	-0.4	-2.6	-0.8	-4.4	-6.6
CCn1c(SCC(=O)NC2CCCCC2)nnc1-c1ccccc1F	15.4	-3.8	-3.0	6.1	0.2	-9.1	3.6	-1.9	-1.7	6.7
COc1ccc(Cl)cc1NS(=O)(=O)c1c(C)[nH]c(=O)[nH]c1=O	7.4	-1.9	-2.8	2.3	0.6	13.9	5.2	-2.0	6.0	-0.7
CN1CCN(S(=O)(=O)c2ccc(-c3noc(C4CCN(S(C)(=O)=O)CC4)n3)cc2)CC1	6.6	0.4	-6.0	3.7	0.4	-0.1	3.1	0.6	3.1	2.6
Cn1ccc2c(N3c4ccccc4CCc4ccccc43)cc3c(c21)C1CCC3O1 (stereo not given)	28.2*	3.5	-9.4	-3.2	-3.9	-9.1	9.7	-0.8	-7.2	8.1
CCC1(CC)C(=O)NC(=O)NC1=NCCc1c[nH]c2ccccc12	2.5	4.5	-0.8	1.7	0.0	1.0	-0.4	-1.7	0.1	-4.1
COc1ccc(-c2nnc(-c3ccc(C)cc3)o2)cc1	10.8	-1.2	3.5	4.5	-0.9	6.7	0.7	-0.8	-1.3	0.9
Clc1ccc(Cn2cccc2C2=NCCO2)cc1	-9.9	-2.2	1.2	2.7	0.3	3.9	-0.5	-1.0	5.0	3.5
CCOC(=O)c1[nH]c2ccc(OC)cc2c1NC(=O)c1ccccc1C(=O)O	-7.9	2.2	-5.0	-4.0	-1.2	0.1	2.0	0.9	-0.8	8.6
CC(=O)Nc1ccc(NC(=O)CCNC(=O)c2ccccc2Cl)cc1	0.8	-2.4	0.3	3.2	0.2	-4.1	-1.5	-0.2	-1.5	-3.6
COc1cccc(NC(=O)Nc2c(C)n(C)n(-c3ccccc3)c2=O)c1	-9.2	3.4	4.7	5.6	0.3	-1.3	-1.3	-0.3	-0.3	-0.7
CC(C)=C(NC(=O)c1ccccc1Br)C(=O)NCCc1nc2ccccc2[nH]1	-1.6	9.1	5.0	-11.6	0.0	-3.2	-6.0	1.9	3.7	-4.0
CCOC(=O)c1nn(-c2ccc(C)cc2)cc1O	3.3	-3.4	1.0	2.5	-1.7	2.4	2.0	-1.7	5.1	-5.4
CCOC(=O)c1c(SCCN2CCCCC2)n(-c2ccccc2)c(=S)n(-c2ccccc2)c1=O	-2.7	4.5	-1.6	-4.1	-0.3	-1.4	-1.5	31.3*	-1.1	-4.7
CCOC(=O)c1ccc(S(=O)(=O)N2CCN(CC3CC=CCC3)CC2)cc1 (stereo not given)	9.4	-3.5	-2.1	4.4	-0.6	6.0	1.5	2.3	-3.4	-1.4
COC(=O)C[C@H]1c2ccccc2S(=O)(=O)N1c1cccc(OC)c1	-10.6	0.5	-2.2	0.1	-0.2	-3.1	3.9	-0.1	0.5	-0.2
COc1ccc(-c2nnc3ccc(SCC(=O)N4CCOCC4)nn23)cc1	6.0	-2.4	3.5	5.6	0.5	0.2	2.5	0.5	0.2	-2.8
COc1cccc(CNC(=O)[C@H]2CCCN2C(=O)[C@H]2CCCN2C(=O)C2CCCCC2)c1	8.3	0.1	-4.5	-0.3	0.5	5.9	0.2	0.9	-0.6	2.9
CCCc1nnc(NC(=O)CCC(=O)N2CCN(Cc3cc(F)ccc3OC)CC2)s1	2.5	1.5	5.0	3.2	0.1	-5.2	0.3	-0.9	0.9	-0.3
CC1CCN(C(=O)CCC(=O)N2CC(C)Oc3ccccc32)CC1 (stereo not given)	-3.2	-2.9	1.9	-3.6	0.3	6.5	-2.7	1.6	-2.1	2.9
COc1ccccc1CN1C(=O)CCC1(C)C(=O)NC1CCCCCC1 (stereo not given)	1.2	-2.1	-1.4	8.5	-0.2	-5.7	-0.9	0.4	-0.5	3.1
COc1ccc(-c2coc3cc(O)c(OC)cc3c2=O)cc1	-0.9	4.8	3.1	-2.3	13.1*	-0.3	-0.1	-1.3	0.1	-5.4
O=C(c1cccs1)N1CCc2ccccc2C1	-9.9	5.4	-2.5	-4.5	0.5	0.4	-4.6	-0.5	-3.9	-0.2
O=C(CCC(=O)Nc1ccccc1)N/N=C/c1ccco1	-10.7	-3.0	-0.8	9.8	0.0	0.7	3.0	2.0	-2.6	3.3
CC(OC(=O)c1cccc(-n2cnnn2)c1)C(=O)NCc1ccccc1 (stereo not given)	10.8	-2.1	-0.2	1.3	0.1	-4.0	-5.5	-2.6	2.8	-5.7
Cc1cccc(NC(=O)CCc2ccc(S(=O)(=O)NC3CCCCC3)cc2)c1	-15.9	-9.5	-1.6	-4.5	-0.4	1.6	1.6	-0.8	1.2	-4.1
O=C(COc1cccc2cccnc12)N1CCc2ccccc2C1	0.4	3.5	-4.8	5.1	1.0	-4.8	-2.5	0.4	-4.4	2.7
O=C(Nc1nnc(-c2ccc3c(c2)CCCC3)o1)C1CCCCC1	4.0	4.1	2.8	-10.4	-0.3	4.1	-0.8	7.4	-1.1	-2.3
O=C(COC(=O)/C=C/c1cccc(C(F)(F)F)c1)NCc1ccco1	2.2	5.1	6.3	-1.8	0.6	1.7	28.4*	-4.0	2.4	6.2
CCCCCCSc1ncc(C#N)c(N)n1	1.1	4.8	-3.1	5.2	-0.1	8.3	1.8	-2.0	2.0	-10.3
COc1ccc(C2=NOC(Cn3nc(-c4ccccc4)cc3C(=O)NCc3ccco3)C2)cc1 (stereo not given)	-1.6	-5.7	2.7	6.2	0.5	-3.5	1.6	1.4	3.0	-0.4
CN(C(=O)NC1CCCCC1)c1ccccc1	0.8	1.1	1.4	4.2	0.3	-10.6	2.1	-0.9	-0.3	-2.1
Cc1oc(-c2ccc(Cl)cc2)nc1CN1CCC(C(=O)NCC2CCCO2)CC1 (stereo not given)	5.0	9.4	-1.4	3.3	0.0	5.2	0.6	0.3	2.2	-1.4
O=c1c(-c2ccc3c(c2)OCCO3)coc2c(CN3CCOCC3)c(O)ccc12	-5.8	2.7	5.8	-3.3	13.4*	0.3	0.1	-1.4	-0.7	-2.9
COc1ccc(CNC(=O)COC(=O)C(CCSC)NC(=O)c2ccco2)cc1OC (stereo not given)	-14.3	1.5	2.5	5.7	-0.4	6.1	3.9	1.1	4.5	-16.2
Cc1ccc(NC(=O)C(c2ccccc2)c2ccccc2)c(O)c1	-13.5	0.7	4.5	3.9	-0.2	0.7	-5.1	0.3	-1.6	1.2
COc1ccc(CNC(=O)COc2ccc([N+](=O)[O-])cc2)cc1	2.1	-4.2	3.6	-4.0	0.5	0.8	1.5	-0.3	1.7	-4.8
COC(=O)C1=C(C)Nc2nnnn2C1c1cccs1 (stereo not given)	6.3	-7.0	-1.4	0.8	-0.5	-4.5	2.7	0.6	3.4	2.1
CCOc1ccc(C(C)=O)cc1CN1C(=O)NC2(CCCCC2C)C1=O (stereo not given)	-2.5	8.3	4.1	-3.6	-0.1	1.2	1.7	-0.8	0.0	-5.1
COc1ccc(N(CC(=O)NC2CCCC2)C(=O)Cn2nnc(-c3ccc(F)cc3)n2)cc1	-5.0	5.1	-1.7	1.4	0.2	5.5	-1.4	0.6	-0.5	-7.9
Cc1ccccc1C(=O)NC(CC(C)C)C(=O)NN1C(=O)c2ccccc2C1=O (stereo not given)	-0.6	12.8	-5.3	2.7	-0.6	2.2	-2.8	2.7	3.0	1.7
COc1ccc(OC)c(C2C(C(=O)c3ccccc3)=C(C)Nc3nc4ccccc4n32)c1 (stereo not given)	-10.6	-0.7	-4.3	-0.9	-0.2	-1.7	1.5	-4.0	-0.8	-0.6
CC(=O)OCCNc1cc(Sc2nc3ccccc3[nH]2)c2nonc2c1[N+](=O)[O-]	2.8	0.7	-5.2	-3.8	0.8	-2.5	-2.8	91.6*	-10.3	-6.2
COc1ccc(C(C(=O)NC(C)(C)C)N(Cc2ccco2)C(=O)CCC(=O)Nc2ccccn2)cc1 (stereo not given)	-9.0	-0.4	-5.0	6.8	-0.5	7.0	2.7	2.9	0.7	0.5
O=C(NCc1ccc2c(c1)OCO2)c1ccc(CSCc2ccccc2Cl)o1	-14.0	-0.4	0.5	6.7	1.4	5.6	-0.5	1.2	-1.1	-6.8
O=C(O)c1ccccc1C(=O)Nc1ccc(Nc2ccc([N+](=O)[O-])cc2[N+](=O)[O-])cc1	-9.7	0.8	-15.3	11.2	-0.1	3.1	3.8	-3.5	-12.6	5.1
CSCC[C@H](NC(=O)C1CCN(S(=O)(=O)c2ccc(C)cc2)CC1)C(=O)NCc1ccco1	-10.6	2.2	2.1	1.6	0.0	-9.3	2.9	4.4	3.6	-6.9
Cc1ccccc1C(=O)N1CCN(c2ccc(NC(=O)c3ccc4c(c3)OCO4)cc2)CC1	-2.1	-1.0	-5.0	7.8	-0.4	-7.1	4.1	-0.5	1.4	-1.6
O=C1SC(c2ccccc2)=C/C1=C\N1CCCCC1	-3.4	-1.0	10.6	5.2	-2.1	5.0	0.3	7.4	4.8	5.6
Cc1cc2c(c(=O)n1CC1CCCO1)C(c1ccco1)C(C#N)=C(N)O2 (stereo not given)	-7.5	4.2	-0.1	1.8	-0.6	-2.4	-3.5	-0.4	-0.1	-10.7
CCOC(=O)N1CCN(C(=O)c2ccc(N3C(=O)CCC3=O)cc2)CC1	9.4	3.1	2.0	6.6	-0.1	7.3	-0.4	-0.4	0.9	-1.8
CC1CCCN(CC(=O)Nc2ccc(S(=O)(=O)N3CCCCCC3)cc2)C1 (stereo not given)	0.4	-5.0	-0.7	7.2	-0.1	-6.3	3.7	-1.3	-2.8	2.5
COc1ccc(OCCSc2nnc(-c3cccnc3)n2N)cc1	2.4	3.2	-0.7	4.2	0.3	0.3	2.5	-0.7	-3.3	-2.4

Some of these compounds in order of molecular weight, low to high.
mol	TDP2 inh	DDE Tn7 FP inh	MBD2 DNA inh	TCR CD3 inh	proKLK7 act	DDE Tn6 FP inh	LEDGF integ inh	PRMT1 inh	UHRF1 MBD2 ctr	SIAE inh
COc1ccc(OCCSc2nnc(-c3cccnc3)n2N)cc1	2.4	3.2	-0.7	4.2	0.3	0.3	2.5	-0.7	-3.3	-2.4
COc1ccc(OC)c(C2C(C(=O)c3ccccc3)=C(C)Nc3nc4ccccc4n32)c1 (stereo not given)	-10.6	-0.7	-4.3	-0.9	-0.2	-1.7	1.5	-4.0	-0.8	-0.6
CSCC[C@H](NC(=O)C1CCN(S(=O)(=O)c2ccc(C)cc2)CC1)C(=O)NCc1ccco1	-10.6	2.2	2.1	1.6	0.0	-9.3	2.9	4.4	3.6	-6.9
